PHOSPHO1 block: PHOSPHO1 (human) inhibition; Q8TCT1; recombinant PHOSPHO1, absorbance phosphatase assay; inhibition, % at 13.3 µM; actives 1.1% (n = 290,000); AID 1565; in the data active = inhibition above about 60%
Target sequence (Q8TCT1 whole entry, looked up): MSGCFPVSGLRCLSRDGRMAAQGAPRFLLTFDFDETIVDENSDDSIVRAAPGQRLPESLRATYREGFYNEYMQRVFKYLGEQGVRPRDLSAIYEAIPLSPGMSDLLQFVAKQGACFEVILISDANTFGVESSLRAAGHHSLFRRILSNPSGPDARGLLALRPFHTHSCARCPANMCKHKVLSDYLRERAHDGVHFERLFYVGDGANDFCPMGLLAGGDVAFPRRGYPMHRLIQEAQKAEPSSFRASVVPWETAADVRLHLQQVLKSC
pCIP destab: lowers stability of the mouse p/CIP coactivator protein | F442A p/CIP-EGFP cells, EGFP fluorescence, 16 h | decrease of EGFP signal, % at 10 µM | actives 0.01% (n = 290,000);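 active = EGFP signal decrease of at least 30% at 10 µM or well 3 SD below plate mean, unless failing retest; inactive = the rest, including hits failing retest or dose response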; note: some compounds called inactive have numbers as strong as hits; many of its hits are not listed in these tables
CRFBP-R2 agonist: CRF-BP/CRF-R2 complex agonism | HEK293 CRF-R2/CRF-BP, calcium dye fluorescence (FLIPR); percent of saturating CRF peptide response | actives 0.46% (n = 350,000) | activation, % at 13.2 µM | AID 588473;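 active = activation of at least 50%, plus an integration ratio under a set limit after plate pattern correction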;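 note: plate controls were neutral control wells without compound for no effect and CRF at EC100 for full effect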
CRFBP-R2 block: CRF-BP/CRF-R2 complex antagonism. HEK293 CRF-R2/CRF-BP, CRF-induced calcium fluorescence. inhibition, % at 11.8 µM. actives 0.59% (n = 350,000);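 active = inhibition of the ligand-induced calcium signal above about 50% at the single tested concentration, limit read from the data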
IDE act: boosts human insulin-degrading enzyme activity in HEK cells; P14735; FAbeta-B cleavage, fluorescence polarization; 0% vehicle, 100% cell-free pure enzyme wells; activation, % at 5.96 µM; actives 0.073% (n = 340,000);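 active = activation above the mean of all tested compounds plus 3 SD, set per screening campaign, cut at about 17% in these data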
GalR3 antagonist: blocks the human galanin receptor 3; O60755; HEK293 GalR3-CNG cAMP membrane potential fluorescence; galR3 body fused to GalR1 C-terminus; inhibition, % at 3 µM; actives 0.44% (n = 360,000); AID 651719;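 active = inhibition above the screen-wide average plus 3 SD, cut at about 13% in these data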;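 note: forskolin and galanin both at EC90 stimulate the cells; cAMP rise reported by CNG channel membrane potential dye signal; 0% = forskolin plus galanin with DMSO and 100% = forskolin alone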
Target sequence (O60755 1-299 limits assumed): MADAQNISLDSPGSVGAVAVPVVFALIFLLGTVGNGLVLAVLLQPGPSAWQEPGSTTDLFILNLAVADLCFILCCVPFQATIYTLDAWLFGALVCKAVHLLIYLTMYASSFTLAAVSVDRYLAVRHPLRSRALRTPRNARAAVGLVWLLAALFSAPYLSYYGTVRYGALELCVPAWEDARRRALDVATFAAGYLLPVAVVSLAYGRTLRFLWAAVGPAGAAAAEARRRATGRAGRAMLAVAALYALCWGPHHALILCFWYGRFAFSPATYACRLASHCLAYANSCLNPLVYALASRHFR
IDE inh: inhibits human insulin-degrading enzyme in HEK cells; P14735; inhibition, % at 5.59 µM; FAbetaB cleavage, fluorescence polarization; AID 434962; actives 0.41% (n = 320,000);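 active = percent inhibition above the average of all tested compounds plus 3 SD, set per screening campaign, cut at about 16% in these data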;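 note: IDE supplied by intact live HEK cells; FP after avidin binding of uncleaved biotin substrate so inhibition keeps polarization high; 0% = DMSO wells and 100% = 60 µM reference IDE inhibitor Ii1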
MEKK3 PB1 HTS: MEKK3-MEK5 PB1 interaction, increase or decrease | Q99759 | bead-based flow cytometry, Alexa488-MEK5 binding to MEKK3; actives lie on both sides; 0 = blocked by unlabeled MEK5, 100 = vehicle | binding response (% of control), % at 10 µM | actives 1.4% (n = 290,000) | AID 1529;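 active = binding response more than 3 SD above or below the average of its plate-row segment, actives on both sides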;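 note: Alexa488 bead fluorescence after subtracting the streptavidin-only scavenger bead signal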
CHRM4 PAM: positive allosteric modulators of human muscarinic M4 receptor; P08173; CHO-K1 hM4/Gqi5, Fluo-8 calcium fluorescence, ACh EC20; 0% = ACh EC20, 100% = maximal ACh; activation, % at 3 µM; actives 0.4% (n = 360,000); AID 624126;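 active = activation above its plate's cutoff, the mean activation of sample wells plus 3 SD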; note: some results filed as inactive read as strong as hits
Active calls of the source: *; · = no result given.

Sample of the layout (four entries):
Compound	PHOSPHO1 block	pCIP destab	CRFBP-R2 agonist	CRFBP-R2 block	IDE act	GalR3 antagonist	IDE inh	MEKK3 PB1 HTS	CHRM4 PAM
COc1ccc(NC(=O)CCN2CCCC(C)C2)cc1 (configuration not stated)	-3	-24	-0.6	-6	5	-3	1	102	3
Clc1ccc(Nc2nc(C3CC3)cs2)cc1	7	-6	-1.3	1	4	2	3	·	-1
Cc1nnc(SCC(=O)N/N=C/c2cn(-c3ccccc3)nc2-c2ccccc2)n1-c1ccccc1	-18	-19	-0.6	0	3	-4	-5	97	-6
COc1ccc(/C=C/c2ccncc2)c2ccccc12	12	-3	-0.2	-5	-3	·	-1	104	7

The whole of this part (from the top)
Compound	PHOSPHO1 block	pCIP destab	CRFBP-R2 agonist	CRFBP-R2 block	IDE act	GalR3 antagonist	IDE inh	MEKK3 PB1 HTS	CHRM4 PAM
COc1ccc(NC(=O)CCN2CCCC(C)C2)cc1 (configuration not stated)	-3	-24	-0.6	-6	5	-3	1	102	3
Clc1ccc(Nc2nc(C3CC3)cs2)cc1	7	-6	-1.3	1	4	2	3	·	-1
Cc1nnc(SCC(=O)N/N=C/c2cn(-c3ccccc3)nc2-c2ccccc2)n1-c1ccccc1	-18	-19	-0.6	0	3	-4	-5	97	-6
COc1ccc(/C=C/c2ccncc2)c2ccccc12	12	-3	-0.2	-5	-3	·	-1	104	7
Cc1nn(C)c(C(=O)N/N=C/c2cccc3ccccc23)c1Cl	16	-10	-1.5	12	2	2	2	99	-4
Cc1ccc(-c2ccc(S(=O)(=O)NCC3CCCO3)cc2)cc1 (configuration not stated)	41	-7	0.0	-7	4	-7	-2	98	-5
O=C(O)CC1CCC(=C(Cl)Cl)C1 (configuration not stated)	-2	-11	0.4	5	4	-4	0	102	7
Cc1cc(C)n2nc(C(=O)N3CCCC(Nc4ccc(C(C)C)cc4)C3)cc2n1 (configuration not stated)	-3	7	-0.8	-9	0	0	3	103	-6
O=C(Nc1ccccc1C(=O)O)c1cccc(NC(=O)c2ccccc2Cl)c1	14	-1	0.1	15	4	-8	0	100	2
Cc1ccc(Oc2nc3c(c(=O)n(Cc4ccccc4F)c(=O)n3C)n2C)cc1	-11	-10	2.4	40	-2	-4	1	99	-6
Cc1cn([C@@H](CCCCN)C(=O)NCCCCCCCCCCC(=O)N2CCNCC2)nn1	·	·	-0.1	3	1	-6	3	·	1
C=CCN1C(=NC(=O)CCC)SC2CS(=O)(=O)CC21 (configuration not stated)	48	-12	-2.1	13	1	-4	4	98	-1
Cc1cc(C(=O)COC(=O)c2n[nH]c3ccccc23)c(C)n1CC1CCCO1 (configuration not stated)	3	-12	6.0	-20	0	-6	3	102	-3
CCC(C(=O)NC1CCCC1)N(C(=O)c1snc(C(N)=O)c1N)c1ccc(C)cc1C (configuration not stated)	24	-14	-1.9	-5	0	-10	2	102	-4
Cc1ccc(S(=O)(=O)N2C[C@H]3[C@H]4C(=O)N(c5ccccc5)C(=O)[C@H]4C[C@H](OC(=O)NCc4ccccc4F)[C@@]3(O)C2)cc1	·	·	-1.4	-7	·	-8	·	·	-1
COCCN(C(=O)CCC(=O)Nc1cc(C)on1)C(C(=O)NC1CCCC1)c1ccc(C(C)C)cc1 (configuration not stated)	36	-16	0.7	-1	0	-11	-4	101	-1
CCN(CC)CCP(=O)(c1ccccc1)c1ccccc1	1	-1	-1.1	-9	6	0	0	99	2
COC(=O)c1ccc(CN(C(C)=O)c2ccccc2)o1	21	-17	-0.2	-18	3	-3	2	110	9
CC(=O)N1c2ccccc2CCc2ccc([N+](=O)[O-])cc21	35	-4	0.6	18	6	-8	-3	85	6
CC(=O)N1N=C(c2ccc(Cl)cc2)CC1c1ccco1 (configuration not stated)	12	-4	0.4	-11	0	-2	1	87	-46
Cc1ccccc1NS(=O)(=O)c1ccc(C(=O)NN2CCCCC2)cc1	18	-11	1.9	-10	-4	-2	0	101	7
Cc1cc(=O)[nH]c(SCC(=O)NCCc2ccccc2)n1	5	-10	3.1	-18	7	-6	5	·	2
CCN(CC)CCn1c(/N=C/c2ccc(OC)c(OC)c2)nc2ccccc21	·	·	-0.7	3	·	-5	0	·	-2
CC/C(C)=N/Oc1nc(C)cc(C)n1	20	12	1.1	-10	4	-5	3	93	-9
COc1ccccc1C(=O)NCCC(=O)N(C)Cc1cccs1	·	·	-1.8	3	4	-3	4	·	-1
O=C(Nc1ccc(N2CCN(C(=O)c3ccco3)CC2)cc1)c1cccnc1Cl	53	-16	0.8	9	4	-1	-2	100	-2
Cc1cccc(-c2ccc(C=Nc3c(C)n(C)n(-c4ccccc4)c3=O)o2)c1	15	-6	-1.1	3	-6	-1	7	100	-4
CC(=O)N1CC(C)c2scc(C)[n+]2-c2ccccc21 (configuration not stated)	7	4	-1.2	1	7	-10	4	100	3
O=c1c(-c2ccccc2Cl)coc2c(CN3CCCCC3)c(O)ccc12	-8	4	5.8	18	-6	-12	0	103	6
O=C(N[C@@H](Cc1ccccc1)C(=O)N[C@@H](Cc1ccccc1)C(=O)O)OCc1ccccc1	·	·	0.0	1	7	-6	0	·	1

One compound at a time, from the list above. Screens in order: PHOSPHO1 block, pCIP destab, CRFBP-R2 agonist, CRFBP-R2 block, IDE act, GalR3 antagonist, IDE inh, MEKK3 PB1 HTS, CHRM4 PAM
`O=C(O)CC1CCC(=C(Cl)Cl)C1` (configuration not stated) as listed: -2, -11, 0.4, 5, 4, -4, 0, 102, 7
`CC(=O)N1c2ccccc2CCc2ccc([N+](=O)[O-])cc21` as listed: 35, -4, 0.6, 18, 6, -8, -3, 85, 6
`Cc1nn(C)c(C(=O)N/N=C/c2cccc3ccccc23)c1Cl` as listed: 16, -10, -1.5, 12, 2, 2, 2, 99, -4

Arranged by value in GalR3 antagonist (largest number first): some entries from above
| structure | GalR3 antagonist |
| --- | --- |
| O=C(Nc1ccc(N2CCN(C(=O)c3ccco3)CC2)cc1)c1cccnc1Cl | -1 |
| CC(=O)N1N=C(c2ccc(Cl)cc2)CC1c1ccco1 (configuration not stated) | -2 |
| COC(=O)c1ccc(CN(C(C)=O)c2ccccc2)o1 | -3 |
| Cc1ccc(Oc2nc3c(c(=O)n(Cc4ccccc4F)c(=O)n3C)n2C)cc1 | -4 |
| Cc1cn([C@@H](CCCCN)C(=O)NCCCCCCCCCCC(=O)N2CCNCC2)nn1 | -6 |

Continued:
Compound	PHOSPHO1 block	pCIP destab	CRFBP-R2 agonist	CRFBP-R2 block	IDE act	GalR3 antagonist	IDE inh	MEKK3 PB1 HTS	CHRM4 PAM
O=C(CSc1nc2[nH]ncc2c(=O)[nH]1)Nc1cc(C(F)(F)F)ccc1Cl	·	·	-2.4	-1	·	-5	·	·	-1
CCN(c1ccc(NC(=O)COC(=O)C2CCN(c3ccc(C(F)(F)F)cn3)CC2)cc1)C(C)C	·	·	-0.7	13	2	-8	·	·	-5
N#CC(C#N)=Cc1ccc(OCC(=O)N2CCOCC2)cc1	-5	-12	7.5	-4	5	0	3	109	-3
CS(=O)(=O)Nc1cccc(C2=NN(S(=O)(=O)c3ccccc3)C(c3ccco3)C2)c1 (configuration not stated)	9	7	0.0	-29	-3	-3	-1	102	3
CC[C@@]12C(=O)N(c3cccc(Br)c3)C(=O)N1[C@H](c1ccc(Br)cc1)[C@@H]1C(=O)N(C(C)(C)C)C(=O)[C@@H]12	·	·	1.6	-7	1	-4	2	·	1
CCNC(=S)Nc1cccc([N+](=O)[O-])c1	1	1	·	·	·	·	-3	95	·
COc1ccc(/C=C/C(=O)OCC(=O)c2cc(C)ccc2C)cc1	·	·	-2.0	16	·	-7	·	·	3
C#CCn1c(=NC(=O)c2sc3ccccc3c2Cl)sc2cc(S(N)(=O)=O)ccc21	6	0	-0.4	-2	-11	0	8	98	4
COc1cc(/C=C/C(=O)OCC(=O)N2CCN(S(=O)(=O)c3ccc(C)cc3C)CC2)ccc1OC(F)F	·	·	6.3	-5	-4	-5	·	·	-6
CC(C(=O)Nc1ncn[nH]1)N1C(=O)c2ccccc2C1=O (configuration not stated)	11	-48	3.0	-7	4	-1	2	99	1
Cn1cccc1/C=N/NC(=O)Cc1ccccc1	18	-14	4.2	-2	4	3	4	91	0
COc1cccc(C2(O)CCN(C(=O)C(C)C)CC2)c1	15	-10	-1.0	3	-3	-3	5	58	4
O=S(=O)(N1CCOCC1)N1CCN(c2ccc(F)cc2)CC1	17	7	-0.3	4	5	1	-7	100	4
O=C(Cc1cccs1)NCc1cccs1	15	-8	-4.7	9	2	·	0	99	-9
O=[N+]([O-])c1cccc(C=Nc2cccc3ccccc23)c1O	29	-5	-2.2	21	4	1	1	104	3
COc1cc(C(=O)ON=C2C3CC4CC(C3)CC2C4)cc(OC)c1OC	16	-4	-2.1	8	1	-10	2	103	1
CCC(=O)N/C(N)=N/c1nc(C)c2cc(OC)ccc2n1	0	-1	0.2	13	8	-7	-2	100	2
O=C(NCc1ccccn1)Nc1cccc(Cl)c1	-1	-6	-0.3	32	0	-1	0	105	1
COc1cc(NC(=O)c2c(OC)cccc2OC)ccc1NC(=O)c1cc2ccccc2o1	3	0	0.2	2	6	-7	3	107	-10
Cc1sc2nc(SCc3nc(-c4ccccc4)no3)n(-c3ccccc3)c(=O)c2c1C	-10	-6	-1.6	3	3	1	·	96	5
Clc1cccc(Cl)c1CNCCCSc1ncccn1	25	-2	-0.1	11	6	3	1	105	3
Nc1ncc2c(n1)CCN(c1ccc([N+](=O)[O-])cc1)C2	18	-16	-0.9	14	2	-9	2	102	0
O=[N+]([O-])c1cccnc1N1CCN(c2ccc(F)cc2)CC1	28	0	0.3	-6	-1	0	3	109	-2
O=C(C#Cc1ccccc1)c1ccc([N+](=O)[O-])cc1	0	-4	26	-4	-5	-1	·	·	3

Assay outcomes deposited in PubChem BioAssay by several laboratories.
